Screens: PubChem BioAssay, several laboratories
APP 5'UTR act: APP 5'UTR luciferase reporter activation. SH-SY5Y APP 5'UTR luciferase reporter, luminescence; zero percent = DMSO vehicle wells. activation, % at 2 µM. actives 1% (n = 190,000);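 active means activation above a set limit, based on mean plus 3 SD of controls, cut at about 140% in these data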; further: values of inactives mirror those of a sister screen read the other way
TNAP inh hiacc: inhibitors of human TNAP at high phosphate acceptor concentration; P05186; purified TNAP, CDP-star luminescence, 1 M DEA; inhibition, % at 20 µM; actives 0.03% (n = 200,000); AID 1135;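 active means over 50% inhibition of tissue-nonspecific alkaline phosphatase at 20 µM in the single-dose screen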;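 further: plate controls were DMSO wells for no effect and EDTA-quenched wells as full inhibition for full effect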
Target sequence (P05186 whole entry, looked up): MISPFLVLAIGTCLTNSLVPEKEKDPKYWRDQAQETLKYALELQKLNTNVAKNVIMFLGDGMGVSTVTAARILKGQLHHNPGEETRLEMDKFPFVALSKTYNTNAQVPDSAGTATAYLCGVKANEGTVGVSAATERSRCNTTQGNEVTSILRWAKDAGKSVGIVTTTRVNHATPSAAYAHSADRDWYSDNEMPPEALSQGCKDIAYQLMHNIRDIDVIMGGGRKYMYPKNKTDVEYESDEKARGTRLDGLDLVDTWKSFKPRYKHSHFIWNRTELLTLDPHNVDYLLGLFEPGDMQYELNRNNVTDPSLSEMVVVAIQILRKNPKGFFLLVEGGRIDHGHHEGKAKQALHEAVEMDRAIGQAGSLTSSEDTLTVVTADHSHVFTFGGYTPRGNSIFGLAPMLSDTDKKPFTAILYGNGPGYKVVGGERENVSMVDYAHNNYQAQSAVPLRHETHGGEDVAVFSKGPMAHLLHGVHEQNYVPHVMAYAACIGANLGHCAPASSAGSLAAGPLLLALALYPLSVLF
FLuc stim CS: affects firefly luciferase, flagging false hits in luciferase stimulation screens. ATPlite luciferase biochemical, luminescence, 10 min; 0 = ATP-free wells, 1 = DMSO control. activation factor at 10 µM. 200,000 tested, under 10 active. AID 1027;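 active means luciferase activation factor, scaled between plate controls, of at least 2 with compound at 10 µM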
Target sequence (P08659 whole entry, looked up): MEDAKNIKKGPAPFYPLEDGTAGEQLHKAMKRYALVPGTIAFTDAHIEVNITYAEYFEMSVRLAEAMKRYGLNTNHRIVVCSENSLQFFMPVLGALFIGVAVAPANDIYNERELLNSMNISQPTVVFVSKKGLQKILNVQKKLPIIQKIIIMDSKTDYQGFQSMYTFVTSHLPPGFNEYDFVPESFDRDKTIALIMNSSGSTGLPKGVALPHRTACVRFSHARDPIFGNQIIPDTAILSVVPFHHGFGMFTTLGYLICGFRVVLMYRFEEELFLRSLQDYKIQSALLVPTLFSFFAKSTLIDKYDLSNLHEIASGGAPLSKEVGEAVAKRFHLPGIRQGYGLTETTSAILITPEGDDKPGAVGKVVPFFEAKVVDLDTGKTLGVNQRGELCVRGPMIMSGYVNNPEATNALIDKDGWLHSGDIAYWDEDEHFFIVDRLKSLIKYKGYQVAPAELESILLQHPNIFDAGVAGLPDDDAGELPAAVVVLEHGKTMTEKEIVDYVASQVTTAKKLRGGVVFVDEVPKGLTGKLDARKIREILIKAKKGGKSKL
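System: luciferase plus luciferin reagent, cell-free; medium: PBS as buffer for the ATP substrate; dosing: test compounds dosed from 2 mM stocks in 100% DMSO; timing: 10 min post-reagent at room temperature; measured by: luminescence measurement of luciferase light output; evaluation: luciferase activation, seen as luminescence increase over controls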
PMI act: phosphomannose isomerase (human) activation; AID 1214; purified human PMI, coupled resazurin fluorescence, 20 min; stronger effect = higher value; 1 = vehicle control, 0 substrate-free wells; P34949; activation factor at 20 µM; actives 0.005% (n = 190,000);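 active means activation factor of 2 or more at 20 µM, relative to plate controls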
NF-kB neuron act: compounds increasing NF-kB expression in human neuronal cells; NF-kB reporter expression; stronger effect = higher value; fold change at 12.5 µM; actives 1.6% (n = 190,000); AID 1239; in the data active means fold change above about 3.3
PMI act hi M6P: activators of human phosphomannose isomerase at near-saturating mannose 6-phosphate; P34949; coupled PMI enzyme assay, resazurin fluorescence, 20 min; stronger effect = higher value; 1 = untreated enzyme, 0 = substrate-free blank; activation factor at 20 µM; actives 0.34% (n = 190,000); AID 1216;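 active means activation factor of 2 or more at 20 µM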
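Test system: human PMI in coupled enzyme assay; Input: PMI at 15 ng/mL final; Medium: HEPES buffer, pH 7.4; Schedule: 20 min incubation at room temperature; Technique: resorufin fluorescence at Ex 544/Em 590 nm; Compound: 20 µM single dose; Probe or stimulus: Near-saturating mannose-6-phosphate, 1.0 mM.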
TNAP act hi DEA: increases human TNAP activity under high phosphate acceptor concentration; P05186; purified TNAP, CDP-star luminescence, 1 M DEA, 30 min; stronger effect = higher value; 0 = EDTA background, 1 = DMSO-only activity; activation factor at 20 µM; 200,000 tested, under 10 active; AID 1136;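 active means activation factor at least 2 at 20 µM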
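Test system – human TNAP · Doses – 20 µM single point · Incubation – 30 min, room temperature · Signal – luminescent substrate turnover signal · Read-out basis – activation factor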
FLuc inh counter: inhibits firefly luciferase, flagging false hits in luciferase inhibition screens | actives 1.5% (n = 200,000) | ATPLite firefly luciferase biochemical luminescence, 10 min | AID 1006 | inhibition, % at 10 µM;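 active means inhibition above about 50% when tested at 10 µM, limit read from the data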
bIAP act: intestinal alkaline phosphatase (bovine) activation | actives 0.17% (n = 200,000) | activation factor at 20 µM | purified bovine IAP, CDP-star luminescence, 30 min; stronger effect = higher value; fold of DMSO-control signal, blank-subtracted;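 active means activation factor of 2 or more at 20 µM, a signal rise over negative controls twice the positive control's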
TNAP inh no acc: TNAP (human) inhibition, acceptor-free conditions. P05186. purified TNAP, CDP-star luminescence, 30 min. inhibition, % at 20 µM. actives 0.26% (n = 200,000). AID 1012;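 active means tissue-nonspecific alkaline phosphatase inhibition above about 50% at 20 µM in the single-dose screen, limit read from the data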;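 further: 0% = DMSO negative control and 100% = EDTA positive control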
* hit, by the source's call.

nr	SMILES	TNAP inh no acc	bIAP act	PMI act	APP 5'UTR act	TNAP act hi DEA	FLuc stim CS	TNAP inh hiacc	PMI act hi M6P	NF-kB neuron act	FLuc inh counter
1	CC(NC(=O)C12CC3CC(CC(C3)C1)C2)C(=O)NCCN(C)C (stereo not given)	-6.7	1	1	-7.7	1	1	-0.8	1	0.96	-4.7
2	COC(=O)C1=C(C)N(c2ccc(F)cc2)C(=O)C1	-6.2	0.9	1.2	-13.8	1	1	-1.5	1.4	0.63	-3.8
3	COc1cccc(CN2CCN(Cc3ccc(C#CC(C)(C)O)s3)CC2CCO)c1 (stereo not given)	-10.2	1	1.1	-2.7	1.1	1	-6.2	1.1	1.01	-3.1
4	NC(=O)C1CCN(c2ccc(C(F)(F)F)cc2[N+](=O)[O-])CC1	1.2	0.9	1.1	14.6	1	1.1	0.8	1.1	1.11	-9.9
5	Cc1cc(C)c2nc(NC(=O)c3cccc(S(=O)(=O)N4CCc5ccccc54)c3)sc2c1	-4.4	1	0.9	3.6	1	1	-4.8	0.8	0.89	-1.4
6	CC(C(=O)NCc1ccco1)n1nc(-c2ccccc2)c2cc(Cl)ccc21 (stereo not given)	-8.7	0.7	1.1	8.1	1.1	1.1	-10.6	1.1	1.07	-11.3
7	Cc1snc(S(=O)(=O)/C(C#N)=N/Nc2cccc(C(F)(F)F)c2)c1C#N	-11.4	0.9	1.1	9.4	1.1	1.1	-8.9	1.1	1.08	-7.8
8	Cn1cc(CN2CCCC(CO)(Cc3ccccc3)C2)cn1 (stereo not given)	-5.3	1.1	0.8	9.5	1	1	-3.1	0.9	1.17	-0.8
9	COc1ccc(C(=O)Nc2ccccc2C(=O)NCCCn2ccnc2)cc1	-4.3	1	1	-8.8	1	0.9	-4.0	1.1	1.17	13.9
10	COc1ccc(C2C(C(=O)Nc3cc(C)on3)c3ccccc3C(=O)N2C)cc1 (stereo not given)	-15.4	1	0.9	0.5	1	1	-2.9	1	1.22	-4.0
11	COc1ccc(NC(=O)Cc2c(C(=O)O)n(C)c3ccccc23)cc1OC	4.0	1	1.1	2.8	1	1.1	-0.6	1	1.06	-9.2
12	Cc1cc(C)cc(NC(=S)/C(=C(\[O-])c2ccc(Cl)cc2Cl)[n+]2ccccc2)c1	-10.8	1.2	1.2	1.4	1	1.1	-2.6	1	1.04	-5.4
13	CC(C)NC(=O)NC(=O)CSc1nnc(-c2ccccc2F)n1N	-11.2	1.2	1	5.1	1.1	1	-5.2	1	1.37	-4.0
14	CC1CCc2cc(F)ccc2N1C(=O)c1cnc2sccn2c1=O (stereo not given)	-2.6	0.9	0.8	-2.6	1	1	-0.6	0.9	1.04	-3.7
15	CCOC(=O)CNC(=O)N1CCCC(CCC(=O)NCc2ccc(F)c(F)c2)C1 (stereo not given)	-9.2	1.1	1	8.4	1	1	3.1	1	1.67	-4.6
16	NC(=O)Cn1nc([N+](=O)[O-])nc1Oc1ccccc1F	-8.5	0.9	1.1	-5.8	1	1.1	-1.3	0.9	1.33	-6.1
17	COCCNC(=O)/C(C#N)=C/c1ccc(C(=O)O)cc1	-13.0	1	1	-14.9	1.1	1	-5.9	0.9	0.99	-1.4
18	Cn1c(C(=O)OC(C(=O)NCc2ccco2)c2ccncc2)cc2sccc21 (stereo not given)	-8.6	0.8	0.9	-5.5	1	1	-1.0	0.9	0.93	-3.1
19	CCC1(C)Cc2c(sc3c2c(=O)n(C)c2nnc(SCc4ccccc4)n32)CO1 (stereo not given)	-1.6	1	0.9	-5.0	1	1	2.2	0.9	0.96	-3.6
20	CCOC(=O)NNC(=O)C1CCC(C)CC1 (stereo not given)	-11.9	0.9	1.1	-13.1	1	1	-3.6	1.1	0.95	-1.5
21	Cc1ccc(CSCC(=O)N2CCOCC2)cc1	-6.1	0.9	0.9	-7.5	1	1	0.4	0.9	1.31	0.6
22	Cc1ccc(-c2nn(C)c(=O)c3ccccc23)cc1S(=O)(=O)NCCN(C)C	-1.4	1	0.9	-4.0	1.1	1	-6.5	1	1.13	-3.5
23	COc1ccc(CNC(=O)C2CCC(CNc3nc(=S)[nH]c4ccccc34)CC2)cc1 (stereo not given)	-10.7	1	1.1	-6.0	1	1.1	-2.3	1.1	1.17	-8.4
24	C=CCOc1c(Br)cc(CNn2nnnc2N)cc1OCC	1.0	0.8	1	-7.8	1	1.1	-2.5	1	1.14	-10.4
25	CNC(=S)Nc1ccc([N+](=O)[O-])c(C)c1	-7.5	0.9	0.9	2.1	1	1	-1.8	0.9	1.51	-2.8
26	CCN(CC)C(=O)CSc1nnc(-c2ccncc2)n1N	3.2	1	1.1	-9.0	0.9	1	6.2	1	0.98	0.2
27	O=C(Nc1cccc(S(=O)(=O)N2CCOCC2)c1)c1ccco1	-10.7	1	1	-7.0	1.1	1.1	-6.8	1.1	0.98	-5.1
28	Cc1nc2ccc(NC(=O)c3cccc(S(=O)(=O)N(C)c4ccccc4)c3)cc2s1	-13.7	1	0.7	2.0	1	1.1	-4.5	0.9	0.44	-5.0
29	O=C(C1CCCN(S(=O)(=O)Cc2ccccc2)C1)N1CCc2ccccc21 (stereo not given)	-7.6	1	0.9	-4.9	1	1	-0.8	1	0.93	-4.3
30	CCn1c(SCC(=O)Nc2ccc(-c3nc4ccc(C)cc4s3)cc2)nnc1-c1ccccc1	-10.6	1.1	1	109.5	1	1	-3.7	1	1.6	3.9
31	Cc1c(CCOC(=O)CC23CC4CC(CC(C)(C4)C2)C3)sc[n+]1Cc1ccc([N+](=O)[O-])cc1	-6.1	0.5	1	17.0	0.9	1.1	13.7	0.9	1.43	-5.7
32	O=C(NCCCNCCCNC(=O)c1ccccn1)c1ccccn1	-1.6	1.1	0.9	3.1	1	1	1.1	1	1.19	-2.8
33	CC(C)(C)c1ccc(OCc2ccc(C(=O)N/N=C3\CC4CC=CC34)cc2)cc1 (stereo not given)	-9.6	1	0.9	18.3	1	1	-0.7	1	0.82	-3.9
34	CCOC(=O)c1sc(-c2ccccc2)nc1C	-9.1	1.1	0.9	40.9	1	0.9	-2.6	0.9	1.39	9.3
35	COc1ccc(CCCC(=O)NCc2ccccc2)cc1C	-20.5	0.9	0.9	-6.9	1	1	-2.0	0.9	1.06	-2.5
36	Cc1ccc2c(c1)N(CC(=O)NC1CCC(C)CC1)C(=O)CO2 (stereo not given)	-15.5	1	1	-0.9	1.1	1.1	-8.2	1	1	-6.6

Next part, starting with the last four of the part before.
nr	SMILES	TNAP inh no acc	bIAP act	PMI act	APP 5'UTR act	TNAP act hi DEA	FLuc stim CS	TNAP inh hiacc	PMI act hi M6P	NF-kB neuron act	FLuc inh counter
33	CC(C)(C)c1ccc(OCc2ccc(C(=O)N/N=C3\CC4CC=CC34)cc2)cc1 (stereo not given)	-9.6	1	0.9	18.3	1	1	-0.7	1	0.82	-3.9
34	CCOC(=O)c1sc(-c2ccccc2)nc1C	-9.1	1.1	0.9	40.9	1	0.9	-2.6	0.9	1.39	9.3
35	COc1ccc(CCCC(=O)NCc2ccccc2)cc1C	-20.5	0.9	0.9	-6.9	1	1	-2.0	0.9	1.06	-2.5
36	Cc1ccc2c(c1)N(CC(=O)NC1CCC(C)CC1)C(=O)CO2 (stereo not given)	-15.5	1	1	-0.9	1.1	1.1	-8.2	1	1	-6.6
37	CC1CCCN(S(=O)(=O)c2cc(Cl)ccc2Cl)C1 (stereo not given)	-1.9	0.8	1	-10.1	1	1	3.1	1.1	1.02	3.2
38	O=C(O)C1Cc2ccccc2CN1C(=O)COc1ccc(Cl)cc1Cl (stereo not given)	-9.4	0.9	1.1	-0.8	1	1	-0.3	1	1.17	-4.8
39	Fc1ccc(-n2cc(CNCCc3cccnc3)c(-c3ccccc3Cl)n2)cc1	3.2	1.5	0.9	27.2	1	1	-1.6	0.9	0.87	0.3
40	COc1ccc(C(=O)N2CCCC2)cc1	-4.2	0.9	0.9	2.2	1	1	-1.3	0.9	1.08	-4.8
41	CCC1Oc2ccc(C)cc2N(CC(=O)N(Cc2ccc(C)o2)C2CC(C)(C)NC(C)(C)C2)C1=O (stereo not given)	4.1	0.9	1	11.1	1	1.1	-0.7	1	0.91	-5.0
42	CC(C)Cn1c(-c2ccc(Br)o2)n[nH]c1=S	31.7	1	0.9	22.4	1	1	0.3	0.9	1	-1.3
43	COCCCN1C(=O)C(=O)/C(=C(/O)c2ccccc2)C1c1ccc(N(C)C)cc1 (stereo not given)	-9.3	0.9	1.3	-3.9	1	1.1	-3.9	1.5	0.95	-5.4
44	Brc1ccc(OCc2nnc(SCC3CCCCC3)o2)cc1	-12.4	0.9	0.9	-1.4	1	1	1.6	0.9	1.24	-4.7
45	Clc1nn2cnnc2c2ccccc12	-9.4	0.9	1	10.2	1.1	1.1	-5.8	1	0.88	-10.4
46	COc1ccc(CC(=O)Nc2ccc(C(=O)NCC(C)C)cc2)cc1	-10.3	0.9	0.9	-4.6	1	1	-1.7	1	1.21	-1.7
47	COC(=O)c1sc(Nc2ccccc2)nc1C	-7.5	0.9	1	34.6	1	0.9	0.0	1	1.93	13.2
48	COc1ccc(C(=O)O)cc1S(=O)(=O)Nc1cccc(C)c1	-6.6	1	1	14.0	1	1	0.6	1	1.22	-2.5
49	Cc1ccc(Cl)c(NC(=O)COC(=O)c2ccccc2C(=O)c2ccc(Cl)c([N+](=O)[O-])c2)c1Cl	-6.6	1	1	-52.5	1	1	-2.3	0.9	1.09	-1.2
50	O=C(NCc1ccco1)C(C(=O)c1ccccc1)n1ccccc1=O (stereo not given)	-14.8	0.9	1	2.8	1.1	1.1	-8.4	1	0.9	-5.8
51	Brc1cccc(C2CC(c3ccccc3)n3nnnc3N2)c1 (stereo not given)	-9.7	0.9	0.9	4.2	1	1	-1.8	0.8	1.01	-4.1
52	CN(C)S(=O)(=O)c1ccc(C(=O)Oc2cc(=O)[nH]c3ccccc23)cc1	-11.6	0.9	1	-10.4	1.1	1	-10.1	0.9	1.03	-2.8
53	COc1ccc(-c2ccc(SCC(=O)c3cccs3)nn2)cc1OC	-14.9	0.9	1	-4.7	1.1	1	-6.0	0.9	1.1	3.8
54	CC(/C=N/Nc1nncc(=O)[nH]1)=C\c1ccccc1	-4.1	1	1	12.3	1	1	-0.9	0.9	1.24	-2.0
55	CCOC(=O)Cc1csc(NC(=O)/C=C\c2ccccc2Cl)n1	-10.6	0.8	0.9	48.9	1	0.4	-4.2	1	2.28	55.6*
56	Cc1csc(NC(=O)CSc2ncnc3c2cnn3-c2ccccc2Cl)n1	-1.5	1	1	-11.5	1	1	2.6	1	0.77	-2.5
57	COCCCNC(=O)CN(C1CCCCC1)S(=O)(=O)c1ccc(C)cc1	-8.3	1.1	1	9.5	1	1	-2.0	1	1.01	1.7
58	COc1ccc(-c2ccc3c(n2)sc2c(=O)[nH]c(=O)[nH]c23)cc1OC	-26.5	1.1	1	-12.8	1	1	-4.0	1	1.13	0.5
